# High-throughput results (PubChem)
# S3 lipid droplet: qHTS Assay for Lipid Storage Modulators in Drosophila S3 Cells | Drosophila S3 cells, BODIPY lipid droplet fluorescence, 18-24 h; cells fed with added oleic acid | Potency in µM for hits, for the others lipid storage change, negative = inhibition, % at the top dose, mostly 46.1 µM | actives 0.64% (n = 320,000) | AID 2685; active = well fitted inhibition curve with a large enough effect in the signal ratio, with a control signal flat, not every such curve was filed as active; inconclusive = small, poorly fitted or top-dose-only effect, or effect the other way, or a change in a side signal; the % refers to the signal ratio
#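 Laser-scanning cytometry quantifies lipid droplet accumulation (500–530 nm total intensity; droplet/cell object ratio) in oleic acid-fed (400 uM added) Drosophila S3 cells treated with a concentration series. 20 uM Triacsin C defined 100% inhibition.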
# S3 lipid droplet cell count max: recorded beside S3 lipid droplet, whose call it bears; cell number change, %; measured here: cell count max response;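 cells counted by Cell Tracker Red CMTPX staining in the red channel; peak over a dose series mostly up to 46.1 µM; percent activity relative to internal control wells on each plate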
# * marks the source's active call; other numbers are inactive results; i = inactive; ? = inconclusive; · = not tested or not shown. % is scaled to controls: 0 for no effect and ±100 for the full control effect; potency is read from the fitted curve at half-maximal effect. Some of the compounds tested; the hit share may differ from the screen's.
# Order of results – S3 lipid droplet, S3 lipid droplet cell count max
O=C(NCc1ccc(F)cc1)C1CCN(S(=O)(=O)c2ccc(Cl)cc2)CC1
 : ?, ·
Cn1c(=O)[nH]c(=O)c2c1nc(N/N=C/c1ccncc1)n2Cc1ccc(F)cc1
 : ?, ·
c1ccc2c(c1)nc1n2CCN1CCNC1CCCCC1
 : ?, ·
Cc1cc(C(F)(F)F)nn1CC(=O)NCc1ccco1
 : -1%, -7
Cc1ccc(S(=O)(=O)N2CCN(c3ccccc3)CC2)cc1C(N)=O
 : ?, ·
Cc1cc(OCC(=O)NCCO)cc(C)c1Cl
 : ?, ·
COc1cc(CNCCc2c[nH]c3ccccc23)ccc1OCc1ccccc1F
 : ?, ·
C=CCc1ccc(O)c(-c2cc(CC=C)ccc2O)c1
 : ?, ·
O=C(Cn1cnc2ccccc2c1=O)N1CCN(Cc2ccccc2)CC1
 : i, ·
CCOc1ccccc1NC(=O)CC1NCCNC1=O (stereo not given)
 : -1%, -7
Cn1c2ccccc2c2nnc(SCC(=O)NCc3ccoc3)nc21
 : ?, ·
CCCCNC(=O)O[C@H]1C[C@@H]2CCN3C(=O)CCC[C@H]([C@H]1CC)[C@H]23
 : 7%, -3
COc1ccc(C(=O)NCC(=O)N/N=C/c2c(C)[nH]c3ccccc23)cc1
 : ?, ·
Cc1onc(-c2c(Cl)cccc2Cl)c1C(=O)Nc1ccc(Cl)cn1
 : 9%, 9
Cc1sc2ncnc(Sc3ccccc3C(=O)Nc3ccccc3Cl)c2c1C
 : -6%, -3
Cc1ccccc1NC(=O)c1ccc(S(=O)(=O)N(C)C)cc1
 : 2%, -21
Cc1ccc(NC(=O)c2ccc([N+](=O)[O-])o2)c(C)c1
 : ?, ·
O=C(c1ccc(F)cc1)C1CCN(C(=S)Nc2ccccc2)CC1
 : 0%, 1
Cc1cc(S(=O)(=O)N2CCCCC2)c(C)s1
 : i, -5
CC1CC(C)CN(S(=O)(=O)c2ccc(NC(=O)c3ccc(=O)[nH]c3)cc2)C1 (stereo not given)
 : 29%, -9
Cc1cccc(-n2[nH]c3c4c(ccc3c2=O)C(=O)c2ccccc2C4=O)c1
 : ?, ·
CN(C)c1cccc(C(=O)NCC(c2ccco2)N(C)C)c1 (stereo not given)
 : ?, ·
COc1cc(NC(=O)c2cccs2)c(OC)cc1NC(=O)Nc1ccc(F)cc1
 : ?, ·
Cc1ccc(C2=CC(c3ccc(N(C)C)cc3)n3nnnc3N2)cc1 (stereo not given)
 : ?, ·
Nc1nc(SCC(=O)c2ccc(Oc3ccccc3)cc2)n[nH]1
 : ?, ·
O=C(CSC1=NCCN1)Nc1cccc([N+](=O)[O-])c1
 : 5%, -9
CCN1CCc2c(C#N)c(NCc3ccccc3)nc(NCCO)c2C1
 : ?, ·
COC(=O)N1CC(c2ccccc2)CC1=O (stereo not given)
 : ?, ·
Cc1cccc(N2CCN(C(=O)CCS(=O)(=O)c3ccc4c(c3)NC(=O)CO4)CC2)c1C
 : ?, ·
O=C(CP(=O)(CO)CO)c1ccc(Cl)cc1
 : ?, ·

# Next results follow:
# Order of results – S3 lipid droplet, S3 lipid droplet cell count max
COC(=O)[C@H]1C[C@@H]1[C@H](NS(=O)(=O)c1ccccc1)c1ccccc1
 : 3%, 4
Cc1cc2cc(C(c3nnnn3C3CCCC3)N(Cc3cccnc3)Cc3ccco3)c(=O)[nH]c2cc1C (stereo not given)
 : ?, ·
OC(CNCCNc1ncccc1C(F)(F)F)COc1ccc(F)cc1 (stereo not given)
 : 15%, -2
O=C1NCCN(Cc2c(F)cccc2Cl)C1CC(=O)N1CCCO1 (stereo not given)
 : -11%, 1
CCC(C)[C@H]1COCCS(=O)(=O)N1Cc1ccccc1F (stereo not given in full)
 : -5%, -3
COc1ccccc1CCCNC(=O)C1CCC(=O)N(CCc2ccc(Cl)cc2)C1 (stereo not given)
 : i, -29
COc1ccc(N2CCN(C(=O)Cc3csc(NC(=O)Nc4ccccc4OC)n3)CC2)cc1
 : ?, ·
COC(=O)[C@H]1[C@H]2C[C@@H]3c4[nH]c5cc(OC)ccc5c4CCN3C[C@H]2C[C@@H](OC(=O)/C=C/c2cc(OC)c(OC)c(OC)c2)[C@@H]1OC
 : ?, ·
CCSc1nnc(NC(=O)NCC(F)(F)F)s1
 : 2%, 6
CN(C)c1ccc(NC(=O)CN2C3CCCC2CC(NC(=O)c2ccccc2)C3)cc1 (stereo not given)
 : ?, ·
Cc1ccc(-c2nnn(CC(=O)NCC3COCCO3)n2)o1 (stereo not given)
 : 3%, 9
Nc1nc(SCc2ccc(F)cc2)ns1
 : ?, ·
O=C(c1ccccc1)c1ccc(CN2C(=O)c3ccccc3C2=O)o1
 : ?, ·
CCCCCCN1C(=O)C(O)=C(C(C)=O)C1c1ccc(Cl)cc1 (stereo not given)
 : i, -13
O=C(Nc1cccc(Cl)c1)Nc1cnccn1
 : ?, ·
CN(C)S(=O)(=O)c1ccc(C(=O)Oc2ccccc2)cc1
 : -4%, -2
CN1CCN(CCc2nc3cc(NC(=O)COc4ccc(Cl)cc4)ccc3n2C)CC1
 : ?, ·
O=C(CN1CCCC1)Nc1ccc(OC(F)(F)F)cc1
 : ?, ·
O=C(Nc1nnc(S(=O)(=O)N2CCCC2)s1)c1ccccc1Br
 : 0%, -6
CCn1cc(CN2CCN(C)C(CCO)C2)c2ccccc21 (stereo not given)
 : ?, ·
CC1CCCCN1CCCNC(=O)c1ccc2nc(N3CCCCC3)sc2c1 (stereo not given)
 : -24%, -6
CN(C)NC(=S)NC(=O)C12CC3CC(CC(C3)C1)C2
 : ?, ·
O=C(O)c1ccc(Cl)c(S(=O)(=O)Nc2ccccc2Cc2ccccc2)c1
 : ?, ·
COc1ccc(CCNC(=O)c2cc3c(cc2Cl)N2CCCCCC2=NS3(=O)=O)cc1
 : ?, ·
CCOC(=O)C1CCN(Cc2nc3ccccc3c(=O)n2-c2ccc(F)cc2)CC1
 : 6%, 8
COc1ccc(CC(=O)Oc2ccccc2Cl)cc1S(=O)(=O)N1CCOCC1
 : ?, ·
O=c1ccnc(SCn2nnc3ccccc3c2=O)[nH]1
 : i, 24
C/C(=N\OC(=O)Nc1ccc(Cl)cc1)c1ccc(F)c(F)c1
 : 8%, -1
O=c1[nH]c(SCc2ccc(F)cc2)nc2c1cnn2-c1ccc(F)cc1
 : 20%, 1
Cc1nc(NC(=O)c2ccccc2)sc1-c1csc(NCc2ccco2)n1
 : i, ·

# Six compounds from above, arranged by heavy-atom count, falling:
# Order of results – S3 lipid droplet, S3 lipid droplet cell count max
COC(=O)[C@H]1[C@H]2C[C@@H]3c4[nH]c5cc(OC)ccc5c4CCN3C[C@H]2C[C@@H](OC(=O)/C=C/c2cc(OC)c(OC)c(OC)c2)[C@@H]1OC
 : ?, ·
CN1CCN(CCc2nc3cc(NC(=O)COc4ccc(Cl)cc4)ccc3n2C)CC1
 : ?, ·
COc1ccc(CC(=O)Oc2ccccc2Cl)cc1S(=O)(=O)N1CCOCC1
 : ?, ·
O=C(O)c1ccc(Cl)c(S(=O)(=O)Nc2ccccc2Cc2ccccc2)c1
 : ?, ·
COC(=O)[C@H]1C[C@@H]1[C@H](NS(=O)(=O)c1ccccc1)c1ccccc1
 : 3%, 4
CN(C)NC(=S)NC(=O)C12CC3CC(CC(C3)C1)C2
 : ?, ·

# Next results follow.
# Order of results – S3 lipid droplet, S3 lipid droplet cell count max
Nc1ccc(Cc2ccc(N)c(O)c2)cc1O
 : ?, ·
Cn1c(=O)c2c(nc(SCc3ccccc3F)n2C)n(C)c1=O
 : 18%, ·
O=C(Cc1ccccc1)Nc1c2c(nn1-c1cccc(Cl)c1)CS(=O)(=O)C2
 : i, ·
O=C(COC(=O)c1ccccc1)NCCC1=CCCCC1
 : ?, ·
O=C(NCc1cccnc1)Nc1cccc(NC(=O)NCc2cccnc2)c1F
 : ?, ·
NC(=O)CN1C(=O)/C(=c2\sc3nc(=O)c(Cc4ccccc4)nn3c2=O)c2ccccc21
 : ?, ·
CN(C)c1nc(Nc2ccccc2)nc(Oc2ccc(=O)[nH]n2)n1
 : 6%, 0
CCOc1ccc(/C=C/C(=O)N2CCOCC2)cc1OC
 : 10%, -11
O=C(O)/C=C/C(=O)Nc1cccnc1
 : ?, ·
COC(=O)C1=C(C)NC(=O)CC1c1ccccc1 (stereo not given)
 : 2%, -7
O=C1CSC(c2ccccc2)N1c1cccnc1 (stereo not given)
 : 12%, 11
O=C(O)C1CC=CCC1C(=O)Nc1ccccc1C(=O)N1CCN(c2ccc(F)cc2)CC1 (stereo not given)
 : -7%, -9
O=C(NCCNC(=O)C1CC2CCC1C2)C1CC2CCC1C2 (stereo not given)
 : ?, ·
O=C1CN(C(=O)COC(=O)Cc2ccsc2)c2ccccc2N1
 : 3%, 4
Cc1ccsc1-c1nc(CSCC(=O)NCc2ccc3c(c2)OCO3)c(C)o1
 : ?, ·
CCCN=C(C)C1=C(O)c2ccccc2C1=O
 : ?, ·
Cc1cc(C(=O)COC(=O)Cc2n[nH]c(=O)c3ccccc23)c(C)n1-c1ccc2c(c1)OCO2
 : ?, ·
COc1cccc(NS(=O)(=O)c2nc3nc(C)cc(C)n3n2)c1
 : ?, ·
Cc1c(N=Cc2ccco2)c(=O)n(-c2ccccc2)n1C
 : -7%, 8
Cc1cc(C(=O)CC#N)c(C)n1-c1ccc(OC(F)F)cc1
 : ?, ·
Cc1ccccc1OCCN1CCC(Cc2ccccc2)CC1
 : 0%, -7
O=C(C1=C[C@H](C2CC2)C[C@H](OCCCCO)O1)N1CCOCC1
 : -7%, 18
CC1CCN(C(=O)Cn2ncc3c4ccccc4n(C)c3c2=O)CC1
 : ?, ·
Cc1cc(C)c[n+](CC(=O)c2ccc(C)c([N+](=O)[O-])c2)c1
 : -1%, 1
COc1ccc(C(CNC(=O)c2cccc(NS(=O)(=O)c3ccc(Br)cc3)c2)N(C)C)cc1 (stereo not given)
 : -5%, -3
COc1ccc(C(NC(=O)c2ccc(F)cc2)c2ccccc2)cc1 (stereo not given)
 : 11%, 12
COc1ccc(CNC(=O)COc2cccnc2[N+](=O)[O-])cc1
 : 13%, 12
COC(=O)CCC(=O)c1oc2ccc(Br)cc2c1N
 : 8%, 25
O=S(=O)(NCCCc1ccccc1)c1ccccc1
 : i, ·
COc1cc([N+](=O)[O-])ccc1NC(=O)/C=C\C(=O)O
 : ?, ·

# (more compounds)
# Order of results – S3 lipid droplet, S3 lipid droplet cell count max
Cc1[nH]c2ccccc2c1/C=N/NC(=O)c1cccc(F)c1
 : -1%, -1
CN1C(=O)NC(c2ccccc2)C2=C1CN(Cc1ccco1)C2=O (stereo not given)
 : i, ·
CC(Sc1nnnn1C)C(=O)Nc1nc(-c2ccc(F)c(F)c2)cs1 (stereo not given)
 : 9%, 5
COC(=O)c1ccc(CSc2ncnc3c2oc2ccccc23)o1
 : ?, ·
COC(=O)COc1c(/C=C\c2nc(O)c([N+](=O)[O-])c(=O)[nH]2)cccc1OC
 : ?, ·
COC(=O)c1onc(-c2c(Cl)cccc2Cl)c1C(=O)OC
 : ?, ·
COc1cccc(CNC(=O)c2ccc(C3SCCS3)cc2)c1
 : ?, ·
O=C(Nc1ccc(Nc2ccccc2)cc1)c1ccccc1F
 : i, -3
CCCCCCSc1ccc([C@@H]2[C@H]3C(=O)N(C)C(=O)[C@H]3[C@]3(C(=O)OC)CCCCN23)cc1
 : 21µM*, ·
O=S1(=O)CCN(Cc2cccc(C(F)(F)F)c2)CC1
 : ?, ·
O=C(NCCc1ccc(F)cc1)c1ccc(Cl)c(S(=O)(=O)N2CCOCC2)c1
 : ?, ·
CC1(c2nnc(Cc3ccccc3)o2)CC(c2cccc(Cl)c2)=NO1 (stereo not given)
 : 17%, 21
COc1cc(CC(=O)OCC(=O)Nc2ccccc2C#N)cc(OC)c1OC
 : -5%, 3
COc1ccc(-c2c(C)c3ccc(O)cc3oc2=O)cc1
 : ?, ·
CCNS(=O)(=O)c1ccc(NC(=O)Nc2ccccc2OC)cc1
 : -15%, -5
COc1ccccc1N1CCN(CCCCOc2ccc(C)cc2C)CC1
 : -1%, -22
CCOC(=O)C1CCCN(C(=O)Cn2cnc3c2c(=O)n(C)c(=O)n3C)C1 (stereo not given)
 : ?, ·
CCOC(=O)c1c(-c2ccccc2)csc1NC(=O)CCN1CCOCC1
 : i, -9
COCCCC1CCN(C(=O)C2CCC(=O)N(CCc3cccc(F)c3)C2)CC1 (stereo not given)
 : 24%, 12
CCc1ccc(CN2CCCC(C(=O)Nc3ccc(-c4cscn4)cc3)C2)o1 (stereo not given)
 : ?, ·
O=C(O)C1(NS(=O)(=O)c2ccc(F)c(Cl)c2)CCCCC1
 : ?, ·
Cc1ccc(N/N=C/c2c(O)cc(C)oc2=O)cc1
 : 13%, 15
CC(C(=O)NCc1ccco1)n1cc([N+](=O)[O-])cn1 (stereo not given)
 : 12%, ·
O=C(/C=C/c1ccccc1Cl)NCc1cccs1
 : ?, ·
COc1cccc(N2CCN(C(=O)c3ccc(CS(=O)c4ccccc4Cl)o3)CC2)c1 (stereo not given)
 : ?, ·
C=CCc1cccc(/C=N/NC(=O)COc2ccc(-n3cnnn3)cc2)c1O
 : ?, ·
CN(C)C(C)(C)C#CCCCCC#CC(C)(C)N(C)C
 : -3%, -4
O=S(=O)(Nc1ccc2c(c1)OCO2)c1cccs1
 : 13%, -3
COCCCN1C(=O)c2ccc(C(=O)Nc3ccccc3Cl)cc2C1=O
 : ?, ·
CC(C)(C)N(NC(=O)Nc1ccc(F)cc1)C(=O)c1ccccc1
 : 11%, 9
COc1ccc(S(=O)(=O)N2CCCCCC2)cc1C(=O)OCc1cccc(OC)c1OC
 : ?, ·
COc1ccc(NC(=O)CCn2cccc2)c(OC)c1
 : 6%, 8
